Bioassay records from PubChem BioAssay.
TrxR1 substrate = qHTS Assay for Substrates of Mammalian Selenoprotein Thioredoxin Reductase 1 (TrxR1): qHTS; purified TrxR1 substrate turnover, NADPH consumption readout; Potency, µM (titrated, usually from 114 µM), for the others: top-dose activity change, negative = substrate turnover; 390,000 compounds, 0.01% hits; Thioredoxin reductase 1, cytoplasmic (Rattus norvegicus), O89049; AID 588456, 2011; further: potency means the concentration at half of the fitted maximal effect; on the % scale 0 is the no-effect control and ±100 the full control effect; nearly all actives have a fitted effect of over 50% in size
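Rat TrxR1, dispensed at 90 nM, was prereduced with 400 uM NADPH (final) for 5 min at ~22 deg C, then incubated with compound 15 min before 400 uM selenite. A first-read NADPH fluorescence drop versus no-compound background flagged substrates.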
IDH1 R132H inh = qHTS for Inhibitors of mutant isocitrate dehydrogenase 1 (IDH1): qHTS; Isocitrate dehydrogenase [NADP] cytoplasmic (Homo sapiens), O75874; IDH1-R132H enzyme, NADPH consumption, diaphorase/resazurin fluorescence; Potency, µM (titrated, usually from 76.6 µM), for inactives: at the top dose activity change, negative = inhibition, most hits filed as inhibitors; 390,000 compounds, 0.093% hits; AID 602179, 2012; further: potency means the concentration at half of the fitted maximal effect; on the % scale 0 is the no-effect control and ±100 the full control effect; nearly all actives have a fitted effect of over 65% in size
Target sequence (O75874 whole entry R132H, stated change not applied): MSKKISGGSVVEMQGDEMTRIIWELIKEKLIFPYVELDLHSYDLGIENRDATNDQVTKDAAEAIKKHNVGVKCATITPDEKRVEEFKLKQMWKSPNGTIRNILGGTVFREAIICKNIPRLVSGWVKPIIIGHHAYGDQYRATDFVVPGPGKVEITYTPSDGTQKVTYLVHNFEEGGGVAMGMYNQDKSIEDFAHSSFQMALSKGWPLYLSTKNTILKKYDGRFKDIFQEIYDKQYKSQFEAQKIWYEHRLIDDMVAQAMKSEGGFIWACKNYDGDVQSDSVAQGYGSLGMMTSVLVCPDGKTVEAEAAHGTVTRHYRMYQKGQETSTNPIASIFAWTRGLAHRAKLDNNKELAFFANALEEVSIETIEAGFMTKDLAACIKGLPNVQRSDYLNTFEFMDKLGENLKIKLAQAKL
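IDH1-R132H (0.5 ug/mL dispensed) in pH 7.5 Tris buffer was preincubated 30 min with compound, then given a substrate mix of 0.016 mM NADPH and 2 mM alpha-KG for 80 min at room temperature; remaining NADPH was read by diaphorase/resazurin fluorescence.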
GLS inh = qHTS for Inhibitors of Glutaminase (GLS); Glutaminase kidney isoform, mitochondrial (Homo sapiens), O94925; 410,000 compounds, 0.21% hits; Potency, µM (doses to about 45.5 µM), for the others: top-dose activity change, negative = inhibition, usual class: inhibitors; GLS enzymatic activity, qHTS titration; further: potency means the concentration at half of the fitted maximal effect; on the % scale 0 is the no-effect control and ±100 the full control effect
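Assay buffer: 45 mM KH2PO4 pH 8.2, 0.02% Tween-20. hKGA acts on L-glutamine (1 mM solution added); product glutamate is reported by an oxidase/peroxidase Amplex Red coupling, with fluorescence taken at baseline and 30 min.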
Pin1 inhibitor = qHTS Assay to Find Inhibitors of Pin1; 390,000 compounds, 0.009% hits; Pin1 FP peptide displacement, HiFluor488, 10 min; Potency, µM (top dose mostly 115 µM), for inactives: at the top dose activity, negative = inhibition, most hits filed as inhibitors; active means well fitted inhibition curve with a large enough effect in the polarisation, with a control signal flat, not every such curve was filed as active; inconclusive means small, poorly fitted or top-dose-only effect, or effect the other way, or a change in a side signal; inactive means no such curve, though single readings can be large or run the other way; the % refers to the polarisation; further: potency means the concentration at half of the fitted maximal effect; on the % scale 0 is the no-effect control and ±100 the full control effect
Target sequence (Q13526 whole entry, looked up): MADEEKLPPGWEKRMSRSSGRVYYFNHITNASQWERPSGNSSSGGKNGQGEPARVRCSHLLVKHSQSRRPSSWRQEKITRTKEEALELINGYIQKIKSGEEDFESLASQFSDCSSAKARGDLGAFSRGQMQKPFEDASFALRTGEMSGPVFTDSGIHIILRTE
Tb PGK inh = qHTS Assay to Find Inhibitors of Phosphoglycerate Kinase | Phosphoglycerate kinase, glycosomal (Trypanosoma brucei brucei), P07378 | Potency, µM (top dose mostly 57.5 µM), for inactives: at the top dose activity change, negative = inhibition, actives largely listed as inhibitors | PGK/GAPDH coupled, Kinase-Glo luminescence, 60 min | AID 602233, 2012 | 380,000 compounds, 0.043% hits; further: potency means the concentration at half of the fitted maximal effect; on the % scale 0 is the no-effect control and ±100 the full control effect; nearly all actives have a fitted effect of over 60% in size
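Luminescent ATP detection (Kinase-Glo Plus) follows a 60-minute room-temperature incubation, with wells lacking PGK as controls. Buffer: 100 mM TEA (pH 7.6), 5 mM MgCl2, 0.01% Tween-20. Coupling enzyme GAPDH (100 nM final) supplies unstable 1,3-BPG in-well.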
PI4K2A block = qHTS for small molecular inhibitors of PI4K2A | Phosphatidylinositol 4-kinase type 2-alpha (Homo sapiens), Q9BTU6 | purified PI4K2A, ADP-Glo luminescence, 1 h; hits give low values | activity change, negative = inhibition, % at 76.9 µM | 420,000 compounds, 0.13% hits | AID 1346378, 2018; in the data active means activity change below about -50%; inconclusive means mostly about -30% to -49%;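 further: -100% = wells without enzyme as full effect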
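ADP-Glo luminescence measured ADP generated by PI4K2A enzyme (4 ug/mL before mixing) with 1.2 mM PI substrate (pre-mix) and 300 microM ATP (pre-mix). Tris pH7.5 buffer with MgCl2, Triton X-100; 1 h reaction at ambient temperature.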
USP1-UAF1 inh = Inhibitors of USP1/UAF1: Primary Screen. Ubiquitin carboxyl-terminal hydrolase 1 (Homo sapiens), O94782. recombinant USP1/UAF1, Ub-Rhodamine cleavage fluorescence. Potency, µM (highest dose often 57.1 µM), for inactives: at the highest dose activity change, negative = inhibition, actives largely listed as inhibitors. 390,000 compounds, 0.23% hits; further: potency means the concentration at half of the fitted maximal effect; on the % scale 0 is the no-effect control and ±100 the full control effect; nearly all actives have a fitted effect of over 60% in size; inactives centre near -12
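In this screen, compounds sit with the deubiquitinase complex (1nM) for 15 min at room temperature before Ub-Rho is added at 150nM final. Fluorescence rise is then followed for 6 reads every 60 seconds.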
HP1b binding inh = HTS for Inhibitors of HP1-beta Chromodomain Interactions with Methylated Histone Tails. Chromobox protein homolog 1 (Homo sapiens), P83916. AlphaScreen HP1-beta / biotin-H3K9me3 peptide binding. Potency, µM (highest dose often 114 µM), for the others: top-dose activity change, negative = inhibition, most hits filed as inhibitors. 390,000 compounds, 0.56% hits; further: potency means the concentration at half of the fitted maximal effect; nearly all actives have a fitted effect of over 70% in size; inactives centre near 23
Target sequence (P83916 whole entry, looked up): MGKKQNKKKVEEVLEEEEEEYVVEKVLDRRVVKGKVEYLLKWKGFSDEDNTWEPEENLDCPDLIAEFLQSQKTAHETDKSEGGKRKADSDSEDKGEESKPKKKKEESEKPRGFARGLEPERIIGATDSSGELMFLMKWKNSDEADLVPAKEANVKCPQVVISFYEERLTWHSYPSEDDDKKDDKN
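Compound inhibition of the preformed complex between 50 nM HP1-beta and 50 nM biotinylated H3K9me3 peptide was read by AlphaScreen. Buffer was PBS pH 7.4 with 0.01% Tween-20. Incubations ran 30 min at room temperature, with 10 ug/mL donor/acceptor beads.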
rTrxR1 inhibitor = qHTS Assay for Inhibitors of Mammalian Selenoprotein Thioredoxin Reductase 1 (TrxR1): qHTS | recombinant rTrxR1, NADPH fluorescence consumption, selenite substrate | Potency, µM (doses to about 114 µM), inactives show at the top dose activity change, negative = inhibition, most hits filed as inhibitors | AID 588453, 2011 | 390,000 compounds, 1% hits | Thioredoxin reductase 1, cytoplasmic (Rattus norvegicus), O89049; further: potency means the concentration at half of the fitted maximal effect; on the % scale 0 is the no-effect control and ±100 the full control effect; nearly all actives have a fitted effect of over 65% in size
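Rat TrxR1 (90 nM in the dispensed reagent) was pre-reduced with 400 uM NADPH for 5 min at room temperature, then incubated with compound for 15 min. After 400 uM selenite was added, NADPH fluorescence (Ex 340/Em 450 nm) was followed for 8 min.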
Starred values were filed as active, the others as inactive; i = inactive; ? = inconclusive; nt = no result given; & = joins results of further samples; [ ] = remark or other dose. Unless noted, the call rests on the fitted dose curve; in most records, active means well fitted curve in the direction sought with a large enough effect; inconclusive means small, poorly fitted or top-dose-only effect, or another doubt; inactive means no such curve, though single readings can be large; an effect the other way counts as inactive or inconclusive. This is a subset. The share of hits here may be higher or lower than overall.

SMILES	TrxR1 substrate	IDH1 R132H inh	GLS inh	Pin1 inhibitor	Tb PGK inh	PI4K2A block	USP1-UAF1 inh	HP1b binding inh	rTrxR1 inhibitor
CCc1ccc(Sc2cc(C(=O)NCc3ccccc3OC)c3ccccc3n2)cc1	5%[57.1 µM]	-1%	15%	15%	0%	-2	-13%	39%	38%[activator][57.1 µM]
COc1cc(OC)cc(OC(=O)C2CCN(S(=O)(=O)c3ccc(OC)c(OC)c3)CC2)c1	0%	7%	-1%	0%	i	1	-22%	46%	19%
COC(=O)c1cc(-c2cc(OC)ccc2OC)nc2c1c(=O)n(C)c(=O)n2Cc1ccccc1	14%[57.1 µM]	-3%	-7%	0%	-1%	-6	-16%	14%	28%[57.1 µM]
Cc1ccc(OCc2nc(C#N)c(NCc3ccco3)o2)cc1	-12%	6%	31%[activator]	1%	5%	7	-2%	-9%	-29%
CCC(NC(=O)C1(C)CC1(Br)Br)c1ccc(C)cc1 (centres undefined)	-11%	0%	-7%	-4%	-3%	-4	-18%	36%	-14%
CS(=O)(=O)c1ccc2nnn(OCC(=O)Nc3cccc(C#N)c3)c2c1	-7%	3%	-3%	1%	i	0	-23%	42%[activator]	-19%
Cc1cc(C)n(-c2nnc(C)n2/N=C/c2ccccc2F)n1	3%	5%	-8%	0%	i	0	-22%	29%	17%
CCCCn1c(SCC(=O)Nc2ccc(OC)cc2)nc2ccc(N3CCOCC3)cc2c1=O	4%	-1%	nt	-4%	-6%	2	-10%	50%[activator]	-14%
Cc1cc(C)n2nc(C)c(Br)c2n1	8%[57.1 µM]	10%	-1%	-4%	32%[activator]	7	-8%	31%	6%[57.1 µM]
Cc1cccc(NC(=O)C2CCCN2S(=O)(=O)c2ccc(Cl)cc2)n1 (centres undefined)	-5%	1%	9%	?	9%	-2	-4%	9%[57 µM]	0%

Overlap with the part before: 5 compounds; new compounds follow.
SMILES	TrxR1 substrate	IDH1 R132H inh	GLS inh	Pin1 inhibitor	Tb PGK inh	PI4K2A block	USP1-UAF1 inh	HP1b binding inh	rTrxR1 inhibitor
CS(=O)(=O)c1ccc2nnn(OCC(=O)Nc3cccc(C#N)c3)c2c1	-7%	3%	-3%	1%	i	0	-23%	42%[activator]	-19%
Cc1cc(C)n(-c2nnc(C)n2/N=C/c2ccccc2F)n1	3%	5%	-8%	0%	i	0	-22%	29%	17%
CCCCn1c(SCC(=O)Nc2ccc(OC)cc2)nc2ccc(N3CCOCC3)cc2c1=O	4%	-1%	nt	-4%	-6%	2	-10%	50%[activator]	-14%
Cc1cc(C)n2nc(C)c(Br)c2n1	8%[57.1 µM]	10%	-1%	-4%	32%[activator]	7	-8%	31%	6%[57.1 µM]
Cc1cccc(NC(=O)C2CCCN2S(=O)(=O)c2ccc(Cl)cc2)n1 (centres undefined)	-5%	1%	9%	?	9%	-2	-4%	9%[57 µM]	0%
Cc1ccc(CS(=O)(=O)CCC(=O)NCc2ccc3c(c2)OCO3)cc1	13%	6%	-1%	-9%	-8%	-2	-5%	22%	25%
N=c1n(CC(=O)c2cccc([N+](=O)[O-])c2)c2ccccc2n1Cc1ccccc1	4%[57.1 µM]	6%	-23%	-2%	7%	2	3%	19%	20%[57.1 µM]
CC1CCC(C(C)C)C(OC(=O)COC(=O)c2ccc(N)cc2)C1 (centres undefined)	-11%	0%	-5%	?	-9%	8	-17%	34%[activator]	20%
Cc1ccc2cccc(N)c2n1	3%[57.1 µM]	9%	-9%	-13%	i	5	-8%	2%	25%[57.1 µM]
COc1cccc(NC(=O)CSc2nnnn2C(C)C)c1	11%[57.1 µM]	5%	-1%	1%	6%	5	-8%	44%[activator]	8%
Clc1ccc(CSc2nc3ncccc3[nH]2)cc1	-2%	2%	-1%	0%	i	-1	-7%	20%	9%
COc1ccnc(Oc2ccc(F)cc2)c1C(=O)N/C=N/OCc1cccc(F)c1	11%[57.1 µM]	-3%	1%	-1%	-8%	2	-9%	14%	23%[57.1 µM]
COc1cc(CNc2ccc3c(c2)ncn3C(C)C)cc(OC)c1OC	5%	8%	-12%	-3%	9%	-3	-22%	11%	5%
CCOC(=O)C1=C(COC(=O)CCOc2cc(C)ccc2C)NC(=O)NC1C (centres undefined)	-8%	0%	3%	-3%	i	3	-11%	21%	1%
COc1cccc(-c2cc(C(=O)Nc3cc(C)nn3-c3ccccc3)no2)c1	10%	10%&-4%	1%&-7%	-4%&9%	-6%	0&-2	-16%&-9%	5%&13%	16%
COc1ccc(S(=O)(=O)NCCSCc2ccco2)cc1	-10%	4%	4%	-2%	-7%	-14	4%	0%	?
Cc1ccccc1OCC(=O)OCC(=O)NC12CC3CC(CC(C3)C1)C2	nt	-2%	0%	nt	-2%	-2	-5%	nt	nt
O=C(NC1=NCCS1)C1COc2ccccc2O1 (centres undefined)	-6%	3%	-5%	3%	-24%	-15	-15%	43%[activator]	-7%
Cc1cc(C)c2sc(NC(=O)c3ccc(S(=O)(=O)N4CCOCC4)cc3)nc2c1	13%[57.1 µM]	-7%	1%	?	7%	4	-16%	21%[57 µM]	20%[57.1 µM]
CCN(c1ccccc1C)S(=O)(=O)c1cc2c3c(c1)CCN3C(=O)CC2	5%	2%	5%	-4%	2%	1	-10%	9%	11%
c1ccc2c(c1)nc1n2CCC1	-14%	-5%	5%	-6%	-2%	-8	5%	29%	-22%
Cc1ccc(-c2nnc(Nc3ccc(C(N)=O)cc3)c3ccccc23)cc1S(=O)(=O)N1CCCCC1	-2%	16%	8%	58%[activator]	i	3	-23%	47%[activator]	1%
COc1cccc2sc(Nc3nnc(-c4ccc(F)cc4)o3)nc12	43%[activator]	1%	6%	?	-2%	0	?	24%	13%
CCOC(=O)N1CCC(Nc2c(-c3ccc(C)cc3)c(=O)c2=O)CC1	5%[57.1 µM]	6%	-10%	1%	5%	-3	-18%	37%[activator]	10%[57.1 µM]
Cc1ccc(Cl)cc1N1CCN(C(=O)c2cc3c(=O)n(C)c4ccccc4c3s2)CC1	7%	-13%	-7%	-2%	-5%	-3	-7%	23%	18%
C/C=C/c1cc(OC)c2c(c1)[C@H](C)[C@@H](c1ccc(O)c(OC)c1)O2	-3%	-4%	15%	-1%	-9%	6	-1%	-23%	-8%
CC(C)C[C@H]1CN=C(Nc2ccccc2)N1CCCC1CCCC1	6%	7%	7%	6%	-4%	-5	6%	19%	43%[activator]
COC(=O)C1=C(COc2ccccc2)NC(=O)NC1c1ccc(Cl)cc1 (centres undefined)	-3%[57.1 µM]	8%	-6%	1%	-5%	3	-26%	27%	9%[57.1 µM]
Cc1cc(C)cc(NC(=O)C2CC3CCC2C3)c1 (centres undefined)	-5%	3%	1%	2%	i	-3	-20%	69%[activator]	1%
COc1cccc(N2CCN(S(=O)(=O)c3ccc(CN4C(=O)c5cccnc5C4=O)cc3)CC2)c1	5%[57.1 µM]	-1%	1%	?	4%	1	-23%	77%[activator]	31%[57.1 µM]
Cc1cccc(NC(=O)c2sc3nc(-c4ccccc4)cn3c2C)c1C	-4%[57.1 µM]	-12%	9%	7%	i	-1	-7%	21%[57 µM]	9%[57.1 µM]
Clc1ccccc1Oc1cnc2ccccc2n1	1%	8%	2%	-3%	4%	3	-2%	95%	-8%
CCOC(=O)C1CCN(C(=O)CN2C(=O)c3ccccc3Sc3ncccc32)CC1	0%	0%	3%	3%	-8%	-5	-30%	19%	17%
Cc1cc(C)cc(OCCCCCNCCO)c1	11%[57.1 µM]	0%	5%	2%	2%	2	-8%	27%	-14%
Cc1ccc(S(=O)(=O)N2CCC(C(=O)N3CCN(c4ccccn4)CC3)CC2)cc1	2%	6%	-3%	-9%	-4%	-1	-7%	29%	-11%
